High-throughput results deposited in PubChem by several laboratories.
AddAB inh – growth inhibition of E. coli expressing H. pylori AddAB, primary screen, AddAB inhibitor project, absorbance; inhibition, % at 11.9 µM; hit rate 0.29% among 330,000; AID 435030, 2010; in the data active = inhibition above about 12%;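 also: 0% = vehicle wells of infected cells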
CAL PDZ FP – CAL PDZ peptide-binding inhibitors, primary screen, biochemical, fluorescence polarization, Cer-tagged CAL PDZ, HTS; Golgi-associated PDZ and coiled-coil motif-containing protein (Homo sapiens), Q9HD26; purified CAL PDZ, TMR-peptide fluorescence polarization, 1 h; inhibition, % at 20 µM; hit rate 0.02% among 330,000; AID 504414, 2011;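 active = highest replicate inhibition of at least 40%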;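 also: plate controls were DMSO neutral control wells for no effect and unlabeled competitor peptide control wells for full effect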
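material = purified tagged CAL PDZ domain construct (CerCALP) | buffer or medium = sodium phosphate/NaCl buffer pH 7.4 with TCEP, IgG, Thesit | reagent = TMR-labelled reporter peptide T*-PRC34 bound in PDZ groove | incubation = 1 h room-temperature incubation prior to read | measured by = fluorescence polarization (mP) | evaluation = percent inhibition from loss of millipolarization | control set = unlabelled peptide and DMSO controls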
Rtt109 Vps75 – inhibitors of C. albicans Rtt109/Vps75 HAT, primary screen, biochemical, ThioGlo CoA-SH fluorescence, plate reader; Histone acetyltransferase RTT109 (Candida albicans (strain SC5314 / ATCC MYA-2876)), …; purified Rtt109/Vps75, 4 h; inhibition, % at 34.9 µM; hit rate 0.16% among 330,000; AID 540336, 2011;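 active = inhibition of at least 50% in every replicate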
Tat export inh – E. coli Tat export inhibitors, primary screen, MC4100, TorA-mCherry reporter, fluorescence, single point. hit rate 0.036% among 340,000. inhibition, % at 10 µM. AID 488895, 2010;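 active = mean replicate inhibition at least 50% and at least half of replicates individually reaching 50%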;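 also: exported cargo escapes ClpAP degradation while cytoplasmic cargo is degraded and loses fluorescence; 0% = median of neutral control wells and 100% = median of NaSCN control wells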
PfHsp90 set2 – growth inhibition of PfHsp90-expressing yeast, primary screen, antimalarial PfHsp90 inhibitor project, S. cerevisiae, BacTiter-Glo luminescence, single point, set 2 | inhibition, % at 9.4 µM | AID 504621, 2011 | BacTiter-Glo ATP, 48 h; yeast lacking PDR1 and PDR3 efflux regulators | hit rate 0.32% among 310,000;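 active = every replicate shows inhibition above about 80%, whatever the replicate mean, limit read from the data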;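 also: 0% = DMSO neutral controls and 100% = 20 µM radicicol positive controls; yeast relying on Plasmodium falciparum Hsp90 in place of its own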
Ecoli viability – E. coli V3065 growth inhibition, primary screen, counter-screen for AddAB inhibitor project, absorbance, OD600; AID 449728, 2010; hit rate 0.27% among 330,000; 18 h; inhibition, % at 11.9 µM;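 active = inhibition above the campaign's mean inhibition across all tested compounds plus 3 SD, cut at about 9.9% in these data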;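 also: uninfected addAB+ strain grown without phage in ampicillin broth; 0% = DMSO wells and 100% = ciprofloxacin 0.95 µg/ml wells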
phage Ecoli inh – growth loss of phage-infected E. coli, primary screen, RecBCD inhibitor project, absorbance, with phage, HTS; AID 651602, 2012; inhibition, % at 11.9 µM; hit rate 0.26% among 360,000; in the data active = inhibition above about 11%
Wnt bcat act – Wnt/beta-catenin pathway activators, primary screen, cell-based, plate reader, single point | AID 743398, 2014 | hit rate 1.2% among 300,000 | activation, % at 9.35 µM | Wnt/beta-catenin reporter cell assay, activator; in the data active = activation above about 30%, passing the limit was not always enough;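 also: 0% = neutral control wells and 100% = positive control wells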
DAGLB inh – DAGLB lipase inhibitors, primary screen, biochemical, fluorescence, HTS; Diacylglycerol lipase-beta (Homo sapiens), Q8NCG7; hit rate 0.059% among 340,000; AID 504411, 2011; HEK293T DAGLB membrane lysate, EnzChek fluorogenic substrate; inhibition, % at 5.17 µM; in the data active = inhibition above about 34%;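 also: 0% = enzyme with vehicle and 100% = wells lacking enzyme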
Target sequence (Q8NCG7 whole entry, looked up): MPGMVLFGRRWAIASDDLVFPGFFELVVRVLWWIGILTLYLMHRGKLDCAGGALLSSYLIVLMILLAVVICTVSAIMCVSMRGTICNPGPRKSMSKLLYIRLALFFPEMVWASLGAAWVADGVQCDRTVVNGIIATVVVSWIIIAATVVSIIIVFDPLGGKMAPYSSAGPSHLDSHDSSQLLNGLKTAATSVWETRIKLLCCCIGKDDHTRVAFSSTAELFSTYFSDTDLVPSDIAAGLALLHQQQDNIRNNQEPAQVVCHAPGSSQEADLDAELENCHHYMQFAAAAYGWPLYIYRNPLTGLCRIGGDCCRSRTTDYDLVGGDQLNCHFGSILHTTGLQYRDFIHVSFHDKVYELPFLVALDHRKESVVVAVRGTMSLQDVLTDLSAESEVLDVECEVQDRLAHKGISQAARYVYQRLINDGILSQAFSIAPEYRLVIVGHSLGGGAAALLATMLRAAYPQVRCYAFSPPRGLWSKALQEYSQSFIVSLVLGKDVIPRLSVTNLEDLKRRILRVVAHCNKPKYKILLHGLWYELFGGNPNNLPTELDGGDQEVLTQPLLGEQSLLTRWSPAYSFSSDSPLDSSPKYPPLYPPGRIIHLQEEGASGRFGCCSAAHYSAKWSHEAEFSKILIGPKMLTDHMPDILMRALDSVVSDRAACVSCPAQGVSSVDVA
PvdQ inh – P. aeruginosa PvdQ acylase inhibitors, primary screen, biochemical, fluorescence, plate reader and imaging, single point; PvdQ acylase [Pseudomonas aeruginosa LESB58]; purified PvdQ acylase; inhibition, % at 10 µM; hit rate 0.063% among 340,000; AID 488965, 2010; in the data active = inhibition above about 30%, passing the limit was not always enough;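 also: 0% = vehicle neutral wells and 100% = reference inhibitor wells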
* = called active by the depositor; x = not tested or not shown. Not a hit list; about 1.9% have a hit in one of these screens.

no.	SMILES	AddAB inh	CAL PDZ FP	Rtt109 Vps75	Tat export inh	PfHsp90 set2
1	O=C(c1cccc(F)c1F)N1CCCc2ccccc21	3.5	0.8	-13	1	-18
2	COc1ccc(C2C(C(=O)NCCN(C)C)c3ccccc3C(=O)N2C)cc1OC (stereo not drawn)	0.5	-3.6	-3	-16	-9
3	Cc1ccc2c(c1)nnn2C1CCN(C(=O)Nc2ccccc2C)CC1	0.9	0.8	9	-5	-6
4	COc1ccc(OC)c(NC(=O)c2ccccc2OC(C)=O)c1	4.1	-1.5	1	-3	-17
5	CCCCCCCn1ccc(O)c(CC(=O)OC)c1=O	1.3	-0.3	-1	-3	18
6	CCOC(=O)c1cc2c(n(-c3ccccc3)c1=O)CC(C)(C)CC2=O	-0.6	-0.9	-4	-2	2
7	CC(C)c1cc(C(=O)NCCc2ccccc2)no1	-1.0	0.0	11	4	-48
8	Cc1cc(NC(=O)CSc2ccc(F)cc2)no1	1.0	0.1	12	-8	-7
9	COc1ccc(C(=O)Nc2nc(-c3ccc([N+](=O)[O-])cc3)c(-c3ccc(OC)cc3)s2)cc1	-0.7	-0.2	0	3	1
10	COC(=O)c1sccc1NC(=O)c1cc(-c2cccc(C)c2)nc2ccccc12	0.0	-0.2	13	0	-1
11	N#CC(c1ccccc1)N(CCCCl)C(=O)c1ccc(Br)cc1 (stereo not drawn)	-0.9	-2.3	-3	4	-3
12	COc1ccc(NC(=O)C(c2ccccc2)N(C)C(=O)c2ccc(=O)[nH]c2)cc1 (stereo not drawn)	2.4	-0.3	-2	-8	19

no.	Ecoli viability	phage Ecoli inh	Wnt bcat act	DAGLB inh	PvdQ inh
1	-0.5	1.9	0	-1	-4
2	-1.7	1.1	-4	-1	-9
3	0.2	1.9	-2	1	-7
4	-0.2	3.1	7	2	-1
5	0.8	-0.1	-1	-1	0
6	-0.4	2.8	2	-2	1
7	-2.0	3.4	39*	-1	0
8	-0.4	0.8	-2	-1	-1
9	-2.3	2.9	-2	-1	-6
10	0.9	1.8	x	1	1
11	-1.4	1.7	-1	-5	-13
12	0.9	1.0	-1	2	-16

Carrying on:
no.	SMILES	AddAB inh	CAL PDZ FP	Rtt109 Vps75	Tat export inh	PfHsp90 set2
13	Cc1ccc2ccc(S(=O)(=O)NCc3ccco3)cc2c1	0.8	-1.0	-4	-4	2
14	CCOC(=O)c1cc(C)sc1NC(=O)CN1CCN(C(=O)C2CCCO2)CC1 (stereo not drawn)	0.2	-1.0	15	4	-14
15	COC(=O)C(Cc1ccc(O)cc1)NC(=O)CCC(=O)Nc1ccc(S(N)(=O)=O)cc1 (stereo not drawn)	2.3	-2.1	10	0	10
16	CC(=O)Nc1ccc(SCC(=O)Nc2ccc(Cl)cn2)cc1	-1.2	-1.0	4	-4	-4
17	COCc1c(C(=O)Nc2ccc(Cl)cc2F)oc2ccccc12	2.5	0.5	9	-4	-7
18	COc1ccc(/C(C)=N/NC(=O)c2nnn(-c3nonc3N)c2-c2ccccc2)cc1	5.7	-1.3	2	-1	8
19	Cc1ccc(CNC(=O)C2CCCC2)cc1	0.2	0.2	-3	2	9
20	Cc1ccnc(N/C=C(/NC(=O)c2ccccc2)C(=O)N/N=C\c2ccc(F)cc2)n1	1.2	-1.1	-13	-6	-14
21	O=C1CCCc2c1cc(C(=O)Nc1ccc(Cl)cn1)c(=O)n2-c1ccccc1	0.3	-2.5	x	3	-14
22	CCN(CC(=O)Nc1c(F)cccc1F)C(=O)c1n[nH]c2ccccc12	0.8	-2.0	28	-6	6
23	Cc1cccn2c(=O)c3cc(C(=O)NC4CCCC4)c(=N)n(CC4CCCO4)c3nc12 (stereo not drawn)	2.6	-3.5	-150	4	-16
24	Cc1cc(=O)c2ccc3ccccc3c2[nH]1	-1.7	-0.9	5	2	-7

no.	Ecoli viability	phage Ecoli inh	Wnt bcat act	DAGLB inh	PvdQ inh
13	0.1	0.9	0	0	-5
14	0.7	1.3	0	-1	11
15	-0.2	0.9	x	2	12
16	-1.2	2.3	4	2	-18
17	2.3	4.3	7	-10	11
18	-2.0	2.2	-2	0	-9
19	-0.8	1.8	1	-3	-1
20	2.2	4.6	x	-1	-1
21	-0.2	-0.6	-4	-2	-16
22	3.0	1.0	-1	-6	-6
23	-2.1	1.2	0	-1	-50
24	-2.6	4.6	1	1	-7

Additional compounds follow.
no.	SMILES	AddAB inh	CAL PDZ FP	Rtt109 Vps75	Tat export inh	PfHsp90 set2
25	Cc1ccc(SCC(=O)c2c(C)nc3cc(C)ccn23)cc1	2.1	-1.9	6	0	-14
26	O=S(=O)(Cc1ncc(C(F)(F)F)cc1Cl)c1ccccc1	2.8	0.0	0	6	16
27	COC(=O)c1cccc(NC(=O)CN2CCN(c3ccc(OC)cc3)CC2)c1	2.3	-0.7	7	-1	25
28	CCc1ccccc1NC1c2ccccc2C(=O)N1c1cccnc1 (stereo not drawn)	-0.2	-1.6	1	-1	-1
29	CCc1ccc(OCCNC(=O)c2ccc(S(=O)(=O)N(C)C)cc2)cc1	3.7	-0.7	-8	8	x
30	CC(C)Oc1cc(NC(=O)CS(=O)CC(=O)N(C)C)c(Cl)cc1Cl (stereo not drawn)	3.2	-1.1	1	10	30
31	CC(=O)N1CCC(C(=O)NC2CCCc3c2cnn3-c2cc(F)cc(F)c2)CC1 (stereo not drawn)	4.0	-3.1	33	2	-10
32	NC(=O)NCC(=O)N1CCC(C(O)(c2ccccc2)c2ccccc2)CC1	-0.2	-1.5	1	-1	-19
33	O=C(C1=C[C@H](c2ccc(C(F)(F)F)cc2)C[C@H](OCc2ccc(CO)cc2)O1)N1CCOCC1	6.7	-0.8	9	8	-6
34	CCN(c1cccc(C(F)(F)F)c1)S(=O)(=O)c1ccc2c(c1)CCN2C(C)=O	0.0	0.8	-11	4	-17
35	c1cc2c(c(NCc3ccncc3)c1)CCCC2	0.7	-3.1	-2	6	-18
36	C[C@H](O)c1[nH]c2cc(F)ccc2c1[C@H](C)O	1.4	0.0	2	-1	-5

no.	Ecoli viability	phage Ecoli inh	Wnt bcat act	DAGLB inh	PvdQ inh
25	1.2	5.5	2	-3	0
26	1.4	-1.9	-1	2	-3
27	1.3	4.7	5	-2	5
28	-1.4	2.4	x	-1	-2
29	0.0	5.6	x	-3	-8
30	1.2	2.6	-2	2	-2
31	2.6	1.0	1	2	5
32	-1.6	0.5	-2	0	-9
33	0.1	2.8	-3	-1	-7
34	-4.1	0.5	x	0	-6
35	2.9	3.2	3	1	-13
36	1.5	2.5	1	-6	0

In another format: entries from further up.
no. | compound | AddAB inh | CAL PDZ FP | Rtt109 Vps75 | Tat export inh | PfHsp90 set2 | Ecoli viability | phage Ecoli inh | Wnt bcat act | DAGLB inh | PvdQ inh
25 | Cc1ccc(SCC(=O)c2c(C)nc3cc(C)ccn23)cc1 | 2.1 | -1.9 | 6 | 0 | -14 | 1.2 | 5.5 | 2 | -3 | 0
26 | O=S(=O)(Cc1ncc(C(F)(F)F)cc1Cl)c1ccccc1 | 2.8 | 0.0 | 0 | 6 | 16 | 1.4 | -1.9 | -1 | 2 | -3
27 | COC(=O)c1cccc(NC(=O)CN2CCN(c3ccc(OC)cc3)CC2)c1 | 2.3 | -0.7 | 7 | -1 | 25 | 1.3 | 4.7 | 5 | -2 | 5
28 | CCc1ccccc1NC1c2ccccc2C(=O)N1c1cccnc1 (stereo not drawn) | -0.2 | -1.6 | 1 | -1 | -1 | -1.4 | 2.4 | x | -1 | -2
29 | CCc1ccc(OCCNC(=O)c2ccc(S(=O)(=O)N(C)C)cc2)cc1 | 3.7 | -0.7 | -8 | 8 | x | 0.0 | 5.6 | x | -3 | -8
30 | CC(C)Oc1cc(NC(=O)CS(=O)CC(=O)N(C)C)c(Cl)cc1Cl (stereo not drawn) | 3.2 | -1.1 | 1 | 10 | 30 | 1.2 | 2.6 | -2 | 2 | -2
31 | CC(=O)N1CCC(C(=O)NC2CCCc3c2cnn3-c2cc(F)cc(F)c2)CC1 (stereo not drawn) | 4.0 | -3.1 | 33 | 2 | -10 | 2.6 | 1.0 | 1 | 2 | 5
32 | NC(=O)NCC(=O)N1CCC(C(O)(c2ccccc2)c2ccccc2)CC1 | -0.2 | -1.5 | 1 | -1 | -19 | -1.6 | 0.5 | -2 | 0 | -9

New compounds follow:
no.	SMILES	AddAB inh	CAL PDZ FP	Rtt109 Vps75	Tat export inh	PfHsp90 set2
37	O=C(NC(=O)c1cccc(F)c1)Nc1nc(-c2ccc(F)cc2)cc(C(F)(F)F)n1	-0.4	-0.8	12	-2	x
38	CCCNc1c(NC(=O)c2cccs2)c(=O)oc2ccccc12	4.8	0.4	18	0	-3
39	Cc1nn2c(-c3ccccc3)nnc2c2ccccc12	2.4	x	4	-1	x
40	COc1ccc(CN(C)C(=O)c2cccc(NC(=O)CC3SC(N4CCCCC4)=NC3=O)c2)c(OC)c1 (stereo not drawn)	x	-0.5	0	1	-1
41	CN1CCCN(C(=O)/C=C/c2ccc(F)cc2)CC1	2.2	-1.9	3	4	8
42	CCOc1ccc(CC(=O)Nc2ccc(NC(=O)c3ccco3)cc2)cc1OCC	x	0.6	5	-1	x

no.	Ecoli viability	phage Ecoli inh	Wnt bcat act	DAGLB inh	PvdQ inh
37	-0.2	0.5	-1	0	12
38	2.0	1.1	-1	-1	2
39	-2.7	2.3	x	0	-11
40	x	3.1	-3	0	-5
41	-0.9	2.8	-3	-3	-12
42	x	3.8	1	-1	8
